NOD2 RIPK2 PPI = blocks binding of human NOD2 to RIPK2 | actives 0.38% (n = 360,000) | AID 624267 | O43353 | CHO BLA complementation NOD2-RIPK2, CCF4 ratio | inhibition, % at 4.98 µM; in the data active means inhibition above about 21%;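 further: 0% = vehicle only and 100% = reference blocker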
TLR9-MyD88 inh = inhibitors of human TLR9-MyD88 binding; Q9NR96+Q99836; AID 504734; inhibition, % at 4.98 µM; CHO BLA complementation TLR9-MyD88, CCF4 FRET ratio; actives 0.21% (n = 340,000);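 active means inhibition above the mean over all tested compounds plus 3 SD, cut at about 21% in these data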;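 further: 0% = DMSO only wells and 100% = clavulanate BLA inhibitor control wells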
NCOA3 inh = inhibitors of human steroid receptor coactivator 3 (SRC3) | Q9Y6Q9 | HEK293 GAL4-SRC3 luciferase reporter, luminescence | inhibition, % at 3.6 µM | actives 0.17% (n = 360,000);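 active means inhibition above a per-campaign cutoff, the mean of all compounds plus 3 SD, cut at about 60% in these data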;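 further: 0% = DMSO-treated cells and 100% = gossypol-treated cells at 36 µM; higher means less SRC3-driven luciferase light from the GAL4 reporter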
MC4R barr agon = activates human MC4R beta-arrestin recruitment. U2OS MC4R beta-arrestin complementation, luminescence; percent of melanotan II response, DMSO zero. activation, % at 8.9 µM. actives 0.98% (n = 360,000);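 active means activation above a per-plate cutoff, the mean activation of sample wells on that plate plus 3 SD, cut at about 8% in these data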
COUP-TFII inh = inhibitors of human COUP-TFII (NR2F2) | HEK293T NGFI-A luciferase reporter, luminescence | actives 0.7% (n = 370,000) | inhibition, % at 8.6 µM;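 active means inhibition above a per-plate cutoff, mean inhibition of test wells between control levels plus 3 SD, cut at about 38% in these data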;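 further: cells cotransfected with COUP-TFII expression vector driving the NGFI-A reporter; 0% = median of COUP-TF2 test wells and 100% = reporter-only cells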
NCOA2 inhibitor = inhibits human steroid receptor coactivator 2; AID 651957; inhibition, % at 9 µM; HEK293 GAL4-SRC2 luciferase reporter, luminescence; actives 0.17% (n = 370,000); Q15596;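 active means inhibition above the mean inhibition of all tested compounds plus 3 SD, set per campaign, cut at about 52% in these data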;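 further: 0% = DMSO treated cells and 100% = cells given Gossypol at 36 µM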
NCOA1 inh = human NCOA1 inhibition | HEK293 GAL4-SRC1 luciferase reporter, luminescence | actives 0.12% (n = 360,000) | AID 588354 | Q15788 | inhibition, % at 3.6 µM;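 active means inhibition above the campaign mean plus 3 SD, with each screening campaign given its own cutoff, cut at about 60% in these data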;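 further: 0% = DMSO treated cells and 100% = gossypol at 36 µM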
Target sequence (Q15788 whole entry, looked up, the tested form may be a part): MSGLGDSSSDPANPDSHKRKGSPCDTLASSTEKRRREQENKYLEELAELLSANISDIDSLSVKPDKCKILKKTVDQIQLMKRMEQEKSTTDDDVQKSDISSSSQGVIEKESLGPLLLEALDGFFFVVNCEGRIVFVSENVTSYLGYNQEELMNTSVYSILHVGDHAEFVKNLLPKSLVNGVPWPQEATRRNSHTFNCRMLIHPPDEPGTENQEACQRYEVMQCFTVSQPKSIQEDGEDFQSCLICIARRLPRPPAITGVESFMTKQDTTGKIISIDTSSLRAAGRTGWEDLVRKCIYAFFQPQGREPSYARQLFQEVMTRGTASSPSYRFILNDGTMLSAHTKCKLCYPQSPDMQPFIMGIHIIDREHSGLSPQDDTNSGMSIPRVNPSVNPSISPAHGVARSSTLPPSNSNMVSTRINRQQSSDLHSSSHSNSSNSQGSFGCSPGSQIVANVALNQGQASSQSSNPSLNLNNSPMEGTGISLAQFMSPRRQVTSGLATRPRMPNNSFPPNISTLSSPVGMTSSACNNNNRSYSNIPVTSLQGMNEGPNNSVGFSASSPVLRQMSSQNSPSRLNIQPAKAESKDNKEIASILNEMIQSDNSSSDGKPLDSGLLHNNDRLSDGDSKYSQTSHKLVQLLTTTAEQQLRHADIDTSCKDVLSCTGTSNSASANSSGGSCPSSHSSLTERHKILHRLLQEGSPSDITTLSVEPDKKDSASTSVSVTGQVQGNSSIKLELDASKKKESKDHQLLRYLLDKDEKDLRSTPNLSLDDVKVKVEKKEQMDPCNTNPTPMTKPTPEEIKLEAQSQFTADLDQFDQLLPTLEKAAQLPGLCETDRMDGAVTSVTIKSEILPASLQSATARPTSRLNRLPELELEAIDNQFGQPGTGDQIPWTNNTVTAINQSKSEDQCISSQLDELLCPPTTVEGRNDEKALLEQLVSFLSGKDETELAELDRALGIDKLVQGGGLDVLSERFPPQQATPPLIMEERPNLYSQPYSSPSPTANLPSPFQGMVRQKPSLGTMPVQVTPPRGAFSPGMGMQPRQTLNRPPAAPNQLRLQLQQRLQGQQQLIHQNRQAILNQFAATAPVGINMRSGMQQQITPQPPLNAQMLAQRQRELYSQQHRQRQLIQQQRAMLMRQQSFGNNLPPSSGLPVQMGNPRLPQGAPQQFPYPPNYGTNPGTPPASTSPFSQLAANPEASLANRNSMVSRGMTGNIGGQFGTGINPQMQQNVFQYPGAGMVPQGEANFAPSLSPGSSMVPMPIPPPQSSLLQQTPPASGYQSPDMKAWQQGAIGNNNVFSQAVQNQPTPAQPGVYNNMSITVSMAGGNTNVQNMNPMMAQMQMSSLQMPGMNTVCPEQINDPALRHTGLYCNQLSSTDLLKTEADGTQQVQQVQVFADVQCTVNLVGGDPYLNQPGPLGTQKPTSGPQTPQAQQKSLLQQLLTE
MC4R antag cAMP = human MC4R antagonism in cAMP assay; inhibition, % at 6.5 µM; actives 0.48% (n = 360,000); MC4R-expressing cells, MTII-stimulated cAMP, LANCE TR-FRET; P32245; AID 540295;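 active means inhibition above its plate's cutoff, the mean of tested wells on that plate plus 3 SD, cut at about 29% in these data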;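 further: 0% = Melanotan II alone and 100% = Melanotan II plus saturating MCL0020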
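Material: human MC4R-expressing U2OS cells. Probe or stimulus: Melanotan II challenge. Dosing: 6.5 µM single dose. Times: 30-min compound, 1-h challenge, 1-h detection, room temperature. Technique: TR-FRET with Eu-cAMP and labeled anti-cAMP, 671 nm. Replication: singlicate.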
ABHD5 PLIN5 PPI = ABHD5-PLIN5 protein interaction inhibition; Q00G26+Q8WTS1; Split G. princeps luciferase complementation, luminescence, 4 h; inhibition, % at 4 µM; actives 0.78% (n = 360,000); AID 602281;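 active means inhibition above the mean inhibition across every tested compound plus 3 SD, cut at about 22% in these data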;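 further: 0% = DMSO only wells and the 100% control is not disclosed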
LRH-1 inv ag = NR5A2 inverse agonism in reporter assay. inhibition, % at 3.6 µM. O00482. actives 0.13% (n = 360,000). HEK293T StAR-luciferase reporter, LRH-1 transfected, 24 h;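 active means inhibition above the mean inhibition of all tested compounds plus 3 SD, cut at about 73% in these data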;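 further: 0% = DMSO wells and 100% = reporter-only cells lacking LRH-1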
LMP1 NFkB inh = inhibitors of Epstein-Barr LMP1-induced NF-kappaB reporter | actives 0.69% (n = 350,000) | inhibition, % at 12.5 µM | LMP1-induced NF-kappaB luciferase reporter cells, luminescence | AID 504558; in the data active means inhibition above about 41%;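 further: 0% = neutral control wells and 100% = reference inhibitor control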
The depositor's hits bear a star; . = no result given; & = joins results of further samples.

SMILES | NOD2 RIPK2 PPI | TLR9-MyD88 inh | NCOA3 inh | MC4R barr agon | COUP-TFII inh | NCOA2 inhibitor | NCOA1 inh | MC4R antag cAMP | ABHD5 PLIN5 PPI | LRH-1 inv ag | LMP1 NFkB inh
Cc1nc(C)c(C(=O)Nc2ccc(C)c(F)c2)o1 | 0 | 3 | -19 | -0.6 | 25 | -4 | -27 | -5 | -3 | 0 | 0
O=C(COC(=O)c1cccc(S(=O)(=O)N2CCc3ccccc3C2)c1)NCc1ccco1 | -8 | 1 | 16 | 0.1 | -7 | -31 | 11 | 10 | -3 | 5 | -5
CC(C)(C)C1CCC(=NNC(=O)CN(c2ccccc2)S(=O)(=O)c2ccccc2[N+](=O)[O-])CC1 (configuration not stated) | 6 | 13 | 8 | -1.7 | 6 | 9 | -2 | 3 | -2 | -7 | -5
COc1ccc(N(CN2C(=O)C3C4C=CC(C4)C3C2=O)C(=O)c2ccco2)cc1 (configuration not stated) | 3 | 1 | -11 | -1.4 | 1 | 18 | 0 | -2 | 0 | 18 | 5
Cc1ccc(S(=O)(=O)Nn2c(C)nnc2-n2nc(C)cc2C)cc1 | 3 | -6 | 11 | -0.3 | 21 | -24 | -6 | 3 | -6 | 8 | -4
Oc1ccc(C=NC2CCCCC2)c(O)c1 | -3 | 1 | 18 | -0.4 | -2 | 14 | -9 | -3 | -3 | 13 | 4
COc1ccccc1Cc1c(-c2ccc(F)cc2)nc2c(C)cc(Br)cn12 | 5 | . | 5 | . | 7 | -15 | 9 | . | 0 | -7 | .
O=C(NCc1ccccc1CN1CCCCC1)c1ccc(Cl)cc1N1CCCC1=O | -17 | 6 | 1 | 0.6 | -6 | -1 | -5 | 3 | 2 | -27 | -1
CCOc1ccccc1NC(=O)CN(c1cc(C)cc(C)c1)S(=O)(=O)c1c(C)noc1C | -12 | 4 | 14 | -0.7 | 0 | 17 | -10 | -4 | -12 | 9 | 9
COC(=O)c1[nH]c2cccc(OC)c2c1NC(=O)CN1CC2(C)CC1CC(C)(C)C2 (configuration not stated) | -5 | -4 | 12 | -0.3 | 5 | 11 | -8 | -1 | 3 | -18 | -2
CC(=O)NC(C)(c1ccccc1)c1nc(/C=C/c2ccccc2)cs1 (configuration not stated) | -7 | . | 9 | 2.2 | 4 | 1 | -2 | -3 | -3 | 13 | .
O=C1NC2=C(CCc3ccccc32)C(c2ccc(Br)cc2)N1 (configuration not stated) | 1 | -1 | 1 | -1.9 | 5 | 2 | 10 | 7 | -11 | 29 | 0
CCCC(=O)N1c2ccc(-c3csc(N)n3)cc2CC1C (configuration not stated) | -8 | 9 | -83 | 1.8 | -58 | -65 | -86 | -4 | -11 | -125 | -24
COc1ccc(CCNC(=O)CSc2nc3ccsc3c(=O)n2Cc2ccccn2)cc1OC | -1 | 1 | -8 | -0.3 | -14 | -13 | -18 | 3 | -12 | -24 | -4
CCCc1c(C(=O)N/N=C/c2cccnc2)nnn1-c1nonc1N | -7 | 2 | 2 | -3.1 | 15 | -4 | 12 | 7 | 6 | 9 | -3
O=C1NC[C@@H](CCCCN2CCN(CCc3ccccc3)C(=O)C2=O)N(CCC2CCCCC2)C1=O | -8 | . | . | . | 6 | -12 | . | . | -2 | -6 | .
CC(=O)NC(c1ccc(F)c(F)c1)c1nc(-c2ccccc2C)cs1 (configuration not stated) | -5 | . | 2 | -1.6 | 10 | -15 | 0 | 9 | -1 | 28 | .
Nc1cccnc1Oc1ccc(F)cc1 | 0 | -4 | -5 | -0.8 | -18 | -4 | -23 | 5 | -4 | -4 | -1
Cc1nc(-c2ccc(S(=O)(=O)NCc3cccnc3)s2)cs1 | -1 | -1 | 31 | 0.8 | 1 | 21 | -10 | 3 | 4 | -2 | 5
C=C(C)COc1ccc(-c2[nH]ncc2-c2ccccc2OC)c(O)c1 | 11 | 12 | -17 | 9.2* | 12 | -18 | -64 | 2 | -16 | -12 | -7
O=C(O)/C=C\C(=O)NCc1ccccc1 | 0 | 1 | -6 | -0.1 | -6 | 6 | -13 | 7 | -1 | 18 | -11
COc1cccc(C(=O)NNC(=O)c2ccccc2)c1 | -3 | -3 | -40 | 1.7 | -20 | -62 | -67 | 8 | 0 | -96 | -7
Cc1ccc(C)c(NC(=O)COC(=O)c2cccc(S(=O)(=O)N3CCCC3)c2)c1 | -7 | -8 | -13 | -1.6 | -3 | -1 | 10 | 6 | -2 | 22 | -8
CC1(C)CC(=O)C2=C(C1)N(CC1CCCO1)C(=O)C2(NC(=O)c1cccnc1)C(F)(F)F (configuration not stated) | 5 | -6 | 12 | -1.9 | 1 | -30 | 14 | 5 | 0 | 0 | -1
CC(=O)Nc1ccc(NC(=O)/C=C/c2cccc(C(F)(F)F)c2)cc1 | -7 | 10 | 12 | 0.8 | 9 | -1 | 7 | -1 | -4 | -16 | -3
COc1ccccc1/C=C/c1nc(S(=O)(=O)c2ccccc2)c(N2CCC(C(N)=O)CC2)o1 | -4 | 6 | -15 | -3.0 | -5 | 0 | -30 | 6 | 0 | -20 | -6
COCCNCc1ccccc1[N+](=O)[O-] | -11 | -2 | -22 | -2.9 | 7 | -10 | -9 | 9 | 3 | -3 | -6
O=C(COc1ccc2c3c(c(=O)oc2c1)CCC3)NCCCN1CCOCC1 | -4 | -1 | 0 | -1.9 | 6 | -13 | 6 | 7 | -4 | 30 | -6
C=CCn1c(=O)c2c3c(sc2n2c(Nc4ccccc4)nnc12)CCCC3 | 5 | -1 | 18 | -2.3 | 6 | 16 | -5 | 5 | -3 | 13 | -8
CCOC(=O)C(NC(C)=O)(OCc1ccc(F)cc1)C(F)(F)F (configuration not stated) | -3 | -5 | 3 | -1.2 | 14 | 2 | -9 | 1 | -6 | 3 | -8

Shown with the structure last: three of the compounds above
NOD2 RIPK2 PPI,TLR9-MyD88 inh,NCOA3 inh,MC4R barr agon,COUP-TFII inh,NCOA2 inhibitor,NCOA1 inh,MC4R antag cAMP,ABHD5 PLIN5 PPI,LRH-1 inv ag,LMP1 NFkB inh,molecule
-7,.,9,2.2,4,1,-2,-3,-3,13,.,CC(=O)NC(C)(c1ccccc1)c1nc(/C=C/c2ccccc2)cs1 (configuration not stated)
1,-1,1,-1.9,5,2,10,7,-11,29,0,O=C1NC2=C(CCc3ccccc32)C(c2ccc(Br)cc2)N1 (configuration not stated)
-8,9,-83,1.8,-58,-65,-86,-4,-11,-125,-24,CCCC(=O)N1c2ccc(-c3csc(N)n3)cc2CC1C (configuration not stated)

Later entries
SMILES | NOD2 RIPK2 PPI | TLR9-MyD88 inh | NCOA3 inh | MC4R barr agon | COUP-TFII inh | NCOA2 inhibitor | NCOA1 inh | MC4R antag cAMP | ABHD5 PLIN5 PPI | LRH-1 inv ag | LMP1 NFkB inh
O=C(NC(Cc1c[nH]c2ccccc12)C(=O)N/N=C/c1ccc(Cl)cc1)c1cccs1 (configuration not stated) | 1 | -1 | 3 | 0.5 | 1 | -3 | -55 | 30* | -1 | 4 | -15
COc1ccnc(N=CNOCc2ccc(F)cc2Cl)c1C#N | -5 | -9 | -2 | 0.6 | 6 | -4 | -8 | -6 | 0 | -34 | 1
CN(CC(=O)NCC1CCCO1)S(=O)(=O)c1ccc(Br)cc1 (configuration not stated) | 1 | 2 | 14 | -3.3 | -4 | -6 | 3 | 7 | -8 | -6 | -1
C=CCN(c1ccccc1)S(=O)(=O)c1cccc(C(=O)NCC(c2ccc(F)cc2)N2CCOCC2)c1 (configuration not stated) | 2 | 4 | 10 | 1.5 | 29 | 5 | -10 | 12 | 18 | 8 | -2
CC(=O)Nc1ccc(NC(=O)c2c(C)nc3ccccn23)cc1 | -12 | -2 | -5 | -0.9 | -7 | 11 | 10 | 21 | -4 | -17 | -10
O=C(c1cccnc1)N1CCN(c2ccc(Cl)cc2)CC1 | -7 | -6 | 17 | -1.1 | -4 | 12 | -15 | 5 | 4 | 20 | 5
C/C(=N\Nc1nc(N2CCOCC2)nc(N2CCOCC2)n1)c1cccc([N+](=O)[O-])c1 | 2 | 0 | 18 | 2.4 | 5 | -20 | -3 | 7 | 1 | 0 | -7
C[C@H](NC(=O)c1nc[nH]c1C(=O)NCCCCCN)C(=O)OC(C)(C)C | -1 | 4 | 5 | -2.1 | 11 | -8 | -6 | 2 | 1 | 6 | -9
C=CCn1c(N)c(C(=O)N2CCN(C)CC2)sc1=S | 4 | -2 | -30 | 0.6 | -19 | -15 | -1 | 0 | -12 | -22 | -8
N#CC1(NC(=O)COC(=O)Cc2c[nH]c3ccccc23)CCCCC1 | -3 | -9 | -9 | -1.0 | 0 | 3 | -6 | 2 | -10 | 1 | -9
CCCCc1n[nH]c(=S)n1Cc1ccc(Cl)cc1 | -4 | 2 | 19 | 2.0 | -9 | 10 | -1 | 21 | -5 | 11 | -3
N#Cc1ccccc1OCC(=O)NCC(c1cccs1)N1CCOCC1 (configuration not stated) | 7 | -7 | -5 | -1.8 | 12 | -24 | 9 | 2 | -3 | 10 | -7
O=C(c1ccc(S(=O)(=O)N2CCOCC2)cc1)N1CCN=C1SCc1cccnc1 | -13 | 13 | -1 | -0.6 | 9 | -4 | -2 | 10 | -12 | 28 | 8
CC1=CC(=O)c2ccccc2C1=O | -23&-6 | -9&0 | 16&-9 | -0.7&0.4 | -7&2 | -7&-26 | -3&7 | -2&0 | -6&-5 | 5&2 | 11&1
Cc1cc(NC(=O)Cn2cnc3sc(C)c(C)c3c2=O)no1 | 11 | . | -11 | -1.6 | -2 | -8 | -8 | -1 | -1 | 9 | .
O=C(CSc1nnc(COc2ccc(Cl)cc2Cl)o1)Nc1ccccn1 | -2 | 2 | 30 | 8.9* | 4 | 16 | -22 | 6 | 5 | -1 | -2
COc1ccc(C(=O)Nc2ccc(N3CCCC3)cc2)cc1 | -14 | 4 | -22 | 1.5 | 16 | -9 | -8 | -8 | 2 | -31 | 11
O=C(COC(=O)CCc1c[nH]c2ccccc12)NCc1ccc(Cl)cc1 | 0 | -4 | 14 | 3.3 | -9 | -3 | -33 | 2 | 4 | 9 | 46*
CCc1c(C)nc2ncnn2c1N1CCC(C(=O)NCc2cccc(OC)c2)CC1 | -2 | -9 | 21 | -0.8 | 14 | -4 | 11 | 11 | -6 | 1 | 7
CCc1nc2oc3cc(OC)ccc3c(=O)c2c(=O)n1Cc1ccccc1 | 10 | 0 | 2 | 0.0 | . | . | 11 | 0 | 2 | 29 | 13
O=C(NC1CCCC1)C1CCN(C(=O)c2cccc(Cl)c2)CC1 | -8 | -6 | -14 | 0.3 | 1 | -22 | 27 | 6 | 0 | -8 | -7
CCn1cc(C(=O)NCc2ccco2)c(=O)c2cc(S(=O)(=O)N3CCC(C)CC3)ccc21 | -2 | 3 | 12 | -0.7 | 0 | 13 | 2 | 13 | 3 | -9 | 9

Screening data from PubChem.

The list is partial; the hit share may differ from the screen's.
